Source: PubChem BioAssay (Broad Institute)
INS-1E GSIS act = primary screen for activators of insulin secretion dependent on glucose, INS-1E cells, GLuc reporter luminescence. activation, % at 16.6 µM. AID 743287. actives 0.61% (n = 370,000). INS-1E GLuc reporter insulin secretion, 2-3 h;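 active = lowest replicate activation of at least 40%, so every replicate reaches that level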;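 note: 0% = median of neutral control wells and 100% = median of IBMX positive control wells; some compounds called inactive have numbers as strong as hits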
EWS-Fli block = EWS/Fli transcriptional activity inhibition; A673 NR0B1-luciferase reporter, viability-normalised; inhibition, % at 12.6 µM; actives 0.67% (n = 350,000);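 active = mean inhibition of at least 50% after viability correction, with every replicate also passing that limit; inconclusive = mean reaches 50% but only one of two replicates passes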;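 note: firefly luciferase signal divided by Alamar Blue viability fluorescence both relative to DMSO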
DENV2 CPE rescue = inhibitors of DENV2 cytopathic effect; DENV2-infected cells, cytopathic effect rescue, plate reader; CPE inhibition, % at 9.99 µM; actives 1.7% (n = 350,000); AID 651640; in the data active = CPE inhibition above about 20%, passing the limit was not always enough; inconclusive = no clear call, values can overlap the other calls; tested in BHK-21 cells;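 note: 0% = median of neutral control wells and 100% = median of positive control wells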
miR-122 sensor = miR-122 inhibition in Huh7 cells | actives 0.3% (n = 340,000) | activation (reporter increase), % at 12.5 µM | Huh7 miR-122 Renilla luciferase sensor, 48 h; neutral wells = 0, positive control = 100 | AID 602342;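 active = mean replicate activation score at least 90 and every replicate individually at or above 90; inconclusive = only one of the two criteria met; inactive = neither criterion met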;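 note: higher luciferase means less miR-122 activity so hits act as miR-122 inhibitors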
FN deposit inh = fibronectin deposition inhibition; AH1F fibroblasts, Alexa488-fibronectin deposition fluorescence, overnight; inhibition, % at 12.6 µM; actives 0.086% (n = 350,000); AID 743247;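 active = mean inhibition across replicates of 30% or more, regardless of how many single replicates reach that level; inconclusive = mean under 30% yet at least half of replicates reach 30%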;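 note: positive control wells lacked labelled fibronectin entirely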
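Test system: AH1F fibroblast monolayer depositing Alexa488-labelled fibronectin into matrix. Input: 10000 cells per well. Technique: fluorescence, ex 485 nm, em 525 nm. Buffer or medium: DMEM plus 2% serum, read in PBS. Timing: 1 h cell adhesion before compound, then overnight fibronectin incubation. Compound: single dose, pinned. Read-out basis: inhibition from reduced deposited-fibronectin fluorescence.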
CFTR F508del cor = CFTR F508del correction in bronchial cells | CFBE cells, YFP halide quenching; stimulated with forskolin plus potentiator P3; % fluorescence drop versus neutral controls | activity (quench increase), % at 7.58 µM | actives 0.36% (n = 350,000) | AID 720511;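 active = mean added fluorescence quench of at least 8% versus neutral control, with both replicates also reaching 8%; inconclusive = only one of the mean or replicate conditions met; inactive = mean below 8% and not both replicates reaching 8%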;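 note: cells transiently co-express mutant CFTR-F508del with the halide-sensitive YFP; corrector assay measuring rescue of mutant channel to the surface after 24 h compound exposure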
PAX8 reporter = inhibitors of PAX8 transcriptional activity in RMG-I cells | inhibition, % at 12.6 µM | RMG-I TPO-luciferase reporter, SteadyGlo, 24 h | actives 1.2% (n = 360,000);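 active = mean replicate inhibition at least 60% with every replicate also reaching 60%; inconclusive = only one of the two criteria is met; inactive = mean below 60% and not all replicates reaching 60%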;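 note: luciferase light reporting Pax8 driven TPO promoter activity; plate controls were median of neutral control wells for no effect and mitoxantrone controls for full effect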
Active calls of the source: *; ? = inconclusive; nt = not tested or not shown; & = joins results of further samples; [ ] = another dose, or the depositor's remark.

SMILES	INS-1E GSIS act	EWS-Fli block	DENV2 CPE rescue	miR-122 sensor	FN deposit inh	CFTR F508del cor	PAX8 reporter
Cc1cccc(NC(=O)C(=O)NCC2CCCN2S(=O)(=O)c2ccccc2)c1 (centres undefined)	-8	-10	-4	-5	4	0.7	-20
O=C(C1CCCO1)N1CCN(c2c3c(nc4cc(-c5ccc(F)cc5)nn24)CCC3)CC1 (centres undefined)	-6	-20	-3	-2	nt	-1.1	nt
CC(C)(C)c1ccc(C(CC(=O)O)NC(=O)C23CC4CC(CC(C4)C2)C3)cc1 (centres undefined)	-2	8	1	13	-3	0.3	9
CCOC(=O)C1CCCN(C(=O)C2COc3ccccc3O2)C1 (centres undefined)	42*	-4	6	-6	-2	-0.5	-44
COc1cccc(/C=C2\SC(=S)N(NS(=O)(=O)c3ccc(C)cc3)C2=O)c1OC	10	-16	0	nt	nt	-2.1	6
CCCC#Cc1ccc2c(c1)O[C@@H](CN(C)Cc1ccncc1)[C@@H](C)CN([C@@H](C)CO)S2(=O)=O	-26	17	-1	-5[16.7 µM]	nt	3.2	nt
CCc1ccc(S(=O)(=O)NCCc2cn3ccsc3n2)s1	19	3	-1	29	0	0.5	1
Cc1ccc([C@H]2C[C@H](O)[C@@H](n3cc(C4CC4)nn3)CN2C(=O)c2cccs2)cc1	-1	-10	15	1	nt	1.9	-1
O=C(Nc1nccs1)c1ccc(-c2ccc(Cl)cc2)o1	23	-53	-3	-1	-6	-0.6	-132
Cc1ccc(S(=O)(=O)N2[C@@H](c3ccc(F)cc3)C(C(=O)O)=CC[C@H]2c2ccc(C(C)C)cc2)cc1	nt	0	-9	-4	7	1.1	1
CS(=O)(=O)c1[nH]nc(-c2ccccc2Cl)c1C#N	3	6	3	-7	3	0.8	-5
Cc1oc(-c2ccoc2)nc1CN(Cc1ccccc1)CC1CC1	2	-3	7	-1	-2	-1.4	-4
COc1ccccc1N1CC(C(=O)Nc2nnc(SCC(=O)N3CCOCC3)s2)CC1=O (centres undefined)	5	5	7	-1	9	1.4	nt
COc1ccc(C)cc1S(=O)(=O)NC(C)C(=O)NC1CC1 (centres undefined)	3	nt	nt	-2	8	-2.7	6
CCOC(=O)N/N=C\c1cccc(OC)c1OC/C=C/c1ccccc1	11	-15	-5	nt	nt	-1.2	-2

In a second layout: 13 of the compounds above
Under each structure – INS-1E GSIS act | EWS-Fli block | DENV2 CPE rescue | miR-122 sensor | FN deposit inh | CFTR F508del cor | PAX8 reporter
> CC(C)(C)c1ccc(C(CC(=O)O)NC(=O)C23CC4CC(CC(C4)C2)C3)cc1 (centres undefined)
    -2 | 8 | 1 | 13 | -3 | 0.3 | 9
> CCOC(=O)C1CCCN(C(=O)C2COc3ccccc3O2)C1 (centres undefined)
    42* | -4 | 6 | -6 | -2 | -0.5 | -44
> COc1cccc(/C=C2\SC(=S)N(NS(=O)(=O)c3ccc(C)cc3)C2=O)c1OC
    10 | -16 | 0 | nt | nt | -2.1 | 6
> CCCC#Cc1ccc2c(c1)O[C@@H](CN(C)Cc1ccncc1)[C@@H](C)CN([C@@H](C)CO)S2(=O)=O
    -26 | 17 | -1 | -5[16.7 µM] | nt | 3.2 | nt
> CCc1ccc(S(=O)(=O)NCCc2cn3ccsc3n2)s1
    19 | 3 | -1 | 29 | 0 | 0.5 | 1
> Cc1ccc([C@H]2C[C@H](O)[C@@H](n3cc(C4CC4)nn3)CN2C(=O)c2cccs2)cc1
    -1 | -10 | 15 | 1 | nt | 1.9 | -1
> O=C(Nc1nccs1)c1ccc(-c2ccc(Cl)cc2)o1
    23 | -53 | -3 | -1 | -6 | -0.6 | -132
> Cc1ccc(S(=O)(=O)N2[C@@H](c3ccc(F)cc3)C(C(=O)O)=CC[C@H]2c2ccc(C(C)C)cc2)cc1
    nt | 0 | -9 | -4 | 7 | 1.1 | 1
> CS(=O)(=O)c1[nH]nc(-c2ccccc2Cl)c1C#N
    3 | 6 | 3 | -7 | 3 | 0.8 | -5
> Cc1oc(-c2ccoc2)nc1CN(Cc1ccccc1)CC1CC1
    2 | -3 | 7 | -1 | -2 | -1.4 | -4
> COc1ccccc1N1CC(C(=O)Nc2nnc(SCC(=O)N3CCOCC3)s2)CC1=O (centres undefined)
    5 | 5 | 7 | -1 | 9 | 1.4 | nt
> COc1ccc(C)cc1S(=O)(=O)NC(C)C(=O)NC1CC1 (centres undefined)
    3 | nt | nt | -2 | 8 | -2.7 | 6
> CCOC(=O)N/N=C\c1cccc(OC)c1OC/C=C/c1ccccc1
    11 | -15 | -5 | nt | nt | -1.2 | -2

(more compounds)
SMILES	INS-1E GSIS act	EWS-Fli block	DENV2 CPE rescue	miR-122 sensor	FN deposit inh	CFTR F508del cor	PAX8 reporter
COC(=O)CN1C(=O)COc2ccc(S(=O)(=O)N3CCCCCC3)cc21	2	-35	13	0	3	2.7	-21
C[C@@H]1CN([C@@H](C)CO)C(=O)c2cc(-c3ccc(C#N)cc3)cnc2O[C@H]1CN(C)C(=O)Nc1ccccc1	1	-3	1	2[16.7 µM]	nt	1.5	nt
CC(=O)c1ccc(NC(=O)Nc2ccc3c(c2)N(C)C(=O)CS3)cc1	nt	nt	nt	1	11	nt	-88
CC(C)NC(=O)Nc1ccc2c(c1)C(=O)N([C@H](C)CO)C[C@H](C)[C@H](CN(C)S(=O)(=O)c1ccccc1)OCCCC[C@H](C)O2	-16	1	5	-2[16.7 µM]	-19	3.2	1
O=C(CC1NCCc2ccccc21)Nc1ccc(Oc2ccccc2)cc1 (centres undefined)	-2	11	-1	6	-8	1.3	0
Cc1cc(=O)oc2cc(NC(=O)c3ccccc3Cl)ccc12	14	nt	-1	4	2	0.6	-155
COCC(=O)N1CCCC(C(=O)c2ccc(Oc3ccccc3)cc2)C1 (centres undefined)	-17	18	-2	nt	-5	1.6	24
Cc1ccc(C)c(NC(=O)c2ccccc2C(=O)c2ccccc2)c1	-4	19	14	-4	-6	-2.8	-2
COc1ccc(NC(=O)CN(C)C(=O)C2CC(=O)N(c3cccc4ccccc34)C2)cc1 (centres undefined)	13	6	-10	-4	2	0.5	-10
C[C@H]1CC[C@@]2(O[C@H](CCO)C[C@H](O)[C@H]2O)O1	10	-2	5	nt	10	-0.3	-45
COc1ccc(CCN2CC(C(=O)Nc3cc(F)ccc3F)CC2=O)cc1OC (centres undefined)	18	-5	7	-3	-3	-2.3	2
CC(C)CC#Cc1ccc2c(c1)O[C@@H](CN(C)C(=O)c1ccccn1)[C@H](C)CN([C@@H](C)CO)S2(=O)=O	-19	15	-15	10[16.7 µM]	nt	3.1	nt
O=C(N/N=C/c1ccc([N+](=O)[O-])o1)c1cc2ccccc2o1	3	36	?	nt	6	1.7	39
CC1CCN(CCCNC(=O)C2CCN(S(=O)(=O)N3CCC4(CC3)OCCO4)CC2)CC1	5	nt	7	0	2	1.4	-9
COc1cc(CC(NC(C)=O)C(=O)NC2CCN(C(=O)Nc3ccccc3Cl)CC2)cc(OC)c1 (centres undefined)	-4	2	-3	nt	-3	0.5	2
Cc1nc2ccccn2c(=O)c1NC(=O)c1ccc(Br)o1	nt	-1	-6	-2	0	4.8	14
CCCNC[C@H]1[C@@H](c2ccc(C3=CCCCC3)cc2)[C@@H](CO)N1C(=O)C1CCC1	-4	nt	8	nt	-12	0.1	nt
C[C@@H]1COC(=O)[C@@H](NC(=O)OCC2c3ccccc3-c3ccccc32)C/C=C\C[C@@H](CC(=O)N(CCO)Cc2ccccc2)C(=O)N1	-50	-9	-3	-1	12	-0.2	13
NC1(C(=O)O)CSSC1	-28	14	?	nt	-5	0.4	nt
COc1ccccc1NC(=O)c1ccccc1Oc1ccccc1	6	23	3	-5	7	2.7	-8
COc1ccc(Cl)cc1N(CC(=O)NCc1ccccn1)S(=O)(=O)c1ccc(C)cc1	-10	-8	-3	10	7	1.2	7
Cc1ccc(C2CC(=O)N(c3ccc(F)cc3)C3=C2C(=O)CCC3)cc1 (centres undefined)	nt	nt	nt	-5	0	nt	2
C[C@H](CO)N1C[C@H](C)[C@@H](CN(C)S(=O)(=O)c2cccs2)Oc2ccc(NS(=O)(=O)c3cccs3)cc2CC1=O	8	9	nt	10[16.7 µM]	nt	0.0	26
COc1ccc2c3c(n(C)c2c1)[C@H](CO)N(C(=O)c1cnccn1)CC31CN(C(C)=O)C1	30	11	-2	nt	nt	-1.7	nt
CC(=O)c1cccc(CN2CCC(CO)(Cc3ccccc3)CC2)c1	-11	12	-2	nt	4	-1.0	-2
CN=c1scc(-c2cc(OC)ccc2OC)n1/N=C/c1c(C)[nH]c2ccccc12	3	-2	3	nt	nt	3.3	24
Cc1noc(C)c1S(=O)(=O)Nc1ccc2c(c1)C(=O)N([C@H](C)CO)C[C@@H](C)[C@@H](CN(C)Cc1ccc3c(c1)OCO3)O2	3&-28	5	-7	13	10&0	-0.1	-5
Cc1cc(Cl)ccc1OCCCC(=O)Nc1ccc(S(=O)(=O)Nc2ncccn2)cc1	-8	-9	0	5	0	-2.2	-9
C[C@@H]1CN([C@@H](C)CO)S(=O)(=O)c2ccc(C#Cc3ccccn3)cc2O[C@@H]1CN(C)CC1CC1	8	12	5	-4[16.7 µM]	-6	0.3	nt
COc1ccc2c3c([nH]c2c1)[C@@H](CO)N(Cc1nccs1)CC31CN(C(=O)C2CCOCC2)C1	38	2	-4	nt	nt	2.2	nt
O=C(Cc1ccc([N+](=O)[O-])cc1)Nc1cccc(C(=O)N2CCOCC2)c1	0	1	0	3	3	-1.0	1
COc1ccc2c(-c3ccccc3)cc(=O)[nH]c2c1	-1	-9	-1	-5	nt	0.0	nt
CN1CCN(C(=O)C[C@H]2C[C@@H]3c4cc(NS(C)(=O)=O)ccc4O[C@@H]3[C@@H](CO)O2)CC1	17	6	11	-1[16.7 µM]	3	0.5	6
CO[C@@H]1CN(C)C(=O)c2cc(NC(=O)c3ccccc3)ccc2OC[C@@H](C)N(C(=O)CN(C)C)C[C@@H]1C	21	-1	-11	3[16.7 µM]	-15	0.4	nt
CCC(CC)NC(=O)Cn1c(C(C)NC(C)=O)nc2ccccc21 (centres undefined)	10	7	-4	nt	2	1.2	-3
O=C(O)c1ccccc1Sc1ncnc2sc3c(c12)CCC3	10	2	-4	nt	1	0.9	-4
CCCC#Cc1cnc2c(c1)C(=O)N([C@H](C)CO)C[C@@H](C)[C@H](CN(C)C(=O)Cc1cccnc1)O2	12	4	-12	1[16.7 µM]	-3	-2.5	nt
Cc1cccc(C)c1NC(=O)CN1CCCC1	7	1	17	-11	-2	-0.2	3
Cn1c(SCc2c(F)cccc2Cl)nc2c(c1=O)SCC2	-1	4	nt	nt	1	-1.7	30
CCCNC(=O)NC[C@H]1[C@@H](c2ccc(C3=CCCCC3)cc2)[C@H](CO)N1C(C)=O	-6	0	-11	43[16.7 µM]	1	-0.8	22
C[C@@H]1CCCCO[C@@H](CN(C)S(=O)(=O)c2cn(C)cn2)[C@H](C)CN([C@H](C)CO)C(=O)c2cc(NS(=O)(=O)c3ccc(Cl)cc3)ccc2O1	17	-3	3	2[16.7 µM]	5	-3.6	5
